# PGK inhibitor = T. brucei PGK inhibition. P07378. PGK/GAPDH coupled, Kinase-Glo luminescence, 60 min. Potency, µM (doses to about 57.5 µM), for the others: at the top dose activity change, negative = inhibition, hits mostly inhibitors. 380,000 compounds, 0.043% hits. AID 602233; further: potency means the concentration at half of the fitted maximal effect; on the % scale 0 is the no-effect control and ±100 the full control effect; nearly all actives have a fitted effect of over 60% in size
# Target sequence (P07378 whole entry, looked up): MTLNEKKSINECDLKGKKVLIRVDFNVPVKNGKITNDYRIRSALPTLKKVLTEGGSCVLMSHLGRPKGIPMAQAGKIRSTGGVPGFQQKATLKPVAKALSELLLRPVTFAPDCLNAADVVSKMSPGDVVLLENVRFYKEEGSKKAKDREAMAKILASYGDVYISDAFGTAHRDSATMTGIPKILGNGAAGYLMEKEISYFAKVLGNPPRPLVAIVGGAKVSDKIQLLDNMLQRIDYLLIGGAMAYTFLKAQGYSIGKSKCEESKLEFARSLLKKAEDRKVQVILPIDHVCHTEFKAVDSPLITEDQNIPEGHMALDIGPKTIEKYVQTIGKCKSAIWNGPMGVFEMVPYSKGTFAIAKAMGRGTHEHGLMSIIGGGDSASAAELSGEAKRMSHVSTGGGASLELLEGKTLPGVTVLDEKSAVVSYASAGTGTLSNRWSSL
#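 Recombinant glycosomal PGK reaction used 1,3-bisphosphoglycerate generated in-well by GAPDH (100nM final) in 100mM TEA pH 7.6, 5mM MgCl2, 0.01% Tween-20. After 60 minutes at room temperature, ATP was read by Kinase-Glo Plus luminescence end-point.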
# PI4K2A inh = inhibitors of human PI4K2A; Q9BTU6; purified PI4K2A, ADP-Glo luminescence, 1 h; hits give low values; activity change, negative = inhibition, % at 76.9 µM; 420,000 compounds, 0.13% hits; AID 1346378; in the data active means activity change below about -50%; inconclusive means mostly about -30% to -49%;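 further: -100% = wells without enzyme as full effect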
# Target sequence (Q9BTU6 whole entry, looked up): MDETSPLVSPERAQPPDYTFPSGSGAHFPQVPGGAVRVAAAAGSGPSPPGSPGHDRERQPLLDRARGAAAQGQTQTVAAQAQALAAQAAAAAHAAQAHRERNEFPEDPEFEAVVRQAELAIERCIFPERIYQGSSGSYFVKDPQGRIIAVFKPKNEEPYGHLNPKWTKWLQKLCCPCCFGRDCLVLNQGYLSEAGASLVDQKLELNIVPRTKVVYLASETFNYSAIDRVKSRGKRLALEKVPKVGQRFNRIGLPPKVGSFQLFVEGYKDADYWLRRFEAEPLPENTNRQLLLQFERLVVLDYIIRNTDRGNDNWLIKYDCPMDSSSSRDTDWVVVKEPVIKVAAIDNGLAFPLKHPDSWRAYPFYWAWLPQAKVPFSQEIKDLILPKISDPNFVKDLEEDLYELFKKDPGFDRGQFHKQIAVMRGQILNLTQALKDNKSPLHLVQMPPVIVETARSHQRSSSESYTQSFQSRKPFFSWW
#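 Compounds are screened against recombinant PI4K2A using PI as substrate and ATP, the latter dispensed at 300 microM. Reactions run one hour at ambient temperature before ADP-Glo detection; full inhibition defined by wells lacking enzyme.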
# JMJD2A Tudor inh = JMJD2A Tudor domain (human) inhibition; 390,000 compounds, 4.4% hits; AID 504339; O75164; AlphaScreen JMJD2A-Tudor / H3K4me3 peptide binding; Potency, µM (doses to about 114 µM), inactives show at the highest dose activity change, negative = inhibition, actives largely listed as inhibitors; further: potency means the concentration at half of the fitted maximal effect; on the % scale 0 is the no-effect control and ±100 the full control effect; nearly all actives have a fitted effect of over 50% in size
# HP1b binding inh = HP1-beta chromodomain-methylated histone interaction inhibition; AID 540317; AlphaScreen HP1-beta / biotin-H3K9me3 peptide binding; 390,000 compounds, 0.56% hits; Potency, µM (titrated, usually from 114 µM), for inactives: top-dose activity change, negative = inhibition, most hits filed as inhibitors; P83916; further: potency means the concentration at half of the fitted maximal effect; nearly all actives have a fitted effect of over 70% in size; inactives centre near 23
#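 Compound inhibition of the preformed complex between 50 nM HP1-beta and 50 nM biotinylated H3K9me3 peptide was read by AlphaScreen. Buffer was PBS pH 7.4 with 0.01% Tween-20. Incubations ran 30 min at room temperature, with 10 ug/mL donor/acceptor beads.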
# G9a inh = blocks human histone lysine methyltransferase G9a | Q96KQ7 | G9a H3K9 monomethylation, AlphaScreen, 2 h | Potency, µM (top dose mostly 102 µM), for the others: top-dose activity, negative = inhibition, hits mostly inhibitors | 350,000 compounds, 8.8% hits; further: potency means the concentration at half of the fitted maximal effect; on the % scale 0 is the no-effect control and ±100 the full control effect; nearly all actives have a fitted effect of over 75% in size
#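 G9a (20 nM) preincubated 15 min RT with compounds, then 500 nM biotinylated H3K9 peptide and 20 uM SAM added; 2 h RT reaction. Monomethyl-H3K9 product detected by AlphaScreen with anti-H3K9me1 antibody, streptavidin donor and anti-rabbit IgG acceptor beads.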
# POLH inh = blocks human DNA polymerase eta activity; Q9Y253; recombinant Pol eta, fluorescent DNA replication assay; Potency, µM (series often up to 114 µM), for the others: top-dose activity change, negative = inhibition, most hits filed as inhibitors; 390,000 compounds, 1.2% hits; AID 588591; further: potency means the concentration at half of the fitted maximal effect; on the % scale 0 is the no-effect control and ±100 the full control effect
#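 Pol eta at 10 nM preincubated with compounds 15 min at room temperature; reaction started with fluorescent substrate (50 nM final) and read kinetically at 0 and 10 min.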
# BAZ2B block = blocks human BAZ2B. 360,000 compounds, 4.4% hits. AlphaScreen BAZ2B-H3K14Ac peptide displacement. Potency, µM (highest dose often 114 µM), without a hit: top-dose activity change, negative = inhibition, usual class: inhibitors. AID 504333; further: potency means the concentration at half of the fitted maximal effect; on the % scale 0 is the no-effect control and ±100 the full control effect; nearly all actives have a fitted effect of over 60% in size
#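 In this displacement format the biotinylated H3(5-23) peptide acetylated at Lys14 serves as ligand at 50 nM, with BAZ2B at 50 nM in PBS pH 7.4 containing 0.01% Tween-20. Donor and acceptor beads are 10 ug/mL final.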
# GLS inhibitor = blocks human kidney-isoform glutaminase activity; 410,000 compounds, 0.21% hits; GLS enzymatic activity, qHTS titration; O94925; Potency, µM (doses to about 45.5 µM), for the others: at the top dose activity change, negative = inhibition, usual class: inhibitors; further: potency means the concentration at half of the fitted maximal effect; on the % scale 0 is the no-effect control and ±100 the full control effect
#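 Coupled fluorescence readout: glutamate oxidase/HRP/Amplex Red detect glutamate formed by hKGA from L-glutamine (1 mM solution added). Buffer 45 mM KH2PO4 pH 8.2, 0.02% Tween-20; reads at t0 and 30 min RT.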
# Pin1 inhibitor = blocks the human prolyl isomerase Pin1. Pin1 FP peptide displacement, HiFluor488, 10 min. Potency, µM (doses to about 115 µM), without a hit: at the highest dose activity, negative = inhibition, hits mostly inhibitors. 390,000 compounds, 0.009% hits. AID 504891; active means well fitted inhibition curve with a large enough effect in the polarisation, with a control signal flat, not every such curve was filed as active; inconclusive means small, poorly fitted or top-dose-only effect, or effect the other way, or a change in a side signal; inactive means no such curve, though single readings can be large or run the other way; the % refers to the polarisation; further: potency means the concentration at half of the fitted maximal effect; on the % scale 0 is the no-effect control and ±100 the full control effect
# Target sequence (Q13526 whole entry, looked up): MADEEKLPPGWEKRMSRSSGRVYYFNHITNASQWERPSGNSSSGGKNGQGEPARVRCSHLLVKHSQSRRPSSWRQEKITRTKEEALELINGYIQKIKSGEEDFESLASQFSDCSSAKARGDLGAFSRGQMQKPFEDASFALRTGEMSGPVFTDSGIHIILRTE
# Numbers without * were called inactive; i = inactive; ? = inconclusive; · = not tested or not shown; [ ] = remark or other dose. Unless noted, the call rests on the fitted dose curve; in most records, active means well fitted curve in the direction sought with a large enough effect; inconclusive means small, poorly fitted or top-dose-only effect, or another doubt; inactive means no such curve, though single readings can be large; an effect the other way counts as inactive or inconclusive.
structure,PGK inhibitor,PI4K2A inh,JMJD2A Tudor inh,HP1b binding inh,G9a inh,POLH inh,BAZ2B block,GLS inhibitor,Pin1 inhibitor
CCn1cc(S(=O)(=O)Nc2cc(C)ccc2F)cn1,-2%,-4,-3%,39%,48%,-13%,0%,2%,-5%
CC1CCN(c2nn3c(=O)c(C(=O)NCCc4ccc(Cl)cc4)cnc3s2)CC1,i,4,-15%,-6%,0%[59 µM],-4%,3%,-1%,5%
COc1ccc(N2C(=O)C3CCCN3C2c2cccs2)cc1 (centres undefined),-4%,-2,-16%,29%,14%,?,11%,1%,2%
O=C(C1CCN(S(=O)(=O)c2cccc3nsnc23)CC1)N1CCn2c1nc1ccccc12,-2%,-3,-26%,10%,4%[0.0925 µM],1%,-32%,-2%,-1%
CCCCC(=O)NC(c1ccc(OC)c(OC)c1)c1ccc2cccnc2c1O (centres undefined),0%,7,56µM*,40%[activator],·,-22%,·,9%,-1%
COc1ccccc1CNC(=O)CSc1nnc(C)c2c(C)n(-c3ccccc3)nc12,-1%,1,-8%,4%,?,9%,-17%,0%,5%
Cc1cccc(NC(=O)C2CCCN2/C=C/C(=O)C(F)(F)F)c1C (centres undefined),0%,1,-10%,8%,12%,-4%,12%,11%,-1%
Cc1cc(C)c2sc(NNC(=O)C3COc4ccccc4O3)nc2c1 (centres undefined),-5%,0,-9%,51%[activator],-15%,-14%,10%,3%,-1%
O=C(COC(=O)c1cnccn1)NCc1ccc2c(c1)OCO2,4%,-6,-3%,38%,-3%,-11%,-3%,-3%,-6%
Cc1cc(NC(=O)CCCn2cc([N+](=O)[O-])cn2)n(Cc2ccc(F)cc2)n1,-8%,-3,-22%,5%,9%,?,2%,1%,?
CC(=O)Nc1ccc(NC(=O)c2ccccc2Sc2ccc([N+](=O)[O-])cc2Cl)cc1,-7%,2,3%,24%,?,-9%,2%,6%,4%
O=C(NCCc1ccccc1)Oc1ccc(Cl)cc1,i,-3,-11%,44%[activator],15%,-18%,-2%,-6%,-12%
Cc1onc(-c2ccccc2)c1C(=O)NC(C)C,-1%,-4,-10%,26%,4%,0%,0%,-2%,-10%
CN(CCCC1CCCC1)C(=O)c1cc(COc2ccc(F)c(F)c2)on1,2%,0,9%,38%,298%[activator],-14%,104%[activator],5%,-8%
CCOc1ccc2cc(C3CC(c4ccco4)=NN3S(C)(=O)=O)c(Cl)nc2c1 (centres undefined),7%,-15,-28%,-17%,45µM*,-7%,-30%,1%,24%
CCO[C@@H]1OC(C(=O)O)=C[C@H](c2cn(C(C)=O)c3ccccc23)[C@H]1CCCO,-1%,-3,-6%,8%,·,5%,·,0%,3%
CCCCCCC(O)(c1ccc(OC)cc1)C(CN1CCOCC1)c1ccccc1 (centres undefined),-6%,-2,-18%,24%,?,-19%,-3%,11%,-14%
Cc1cccc(CCNC(=O)c2cccc(NC3=NC4CS(=O)(=O)CC4S3)c2)c1 (centres undefined),-7%,-3,-7%,28%,7%,-1%,-4%,-4%,-6%
COCC(C)NCc1ccccc1C (centres undefined),i,8,6.3µM*,?,?,-10%,40µM*,6%,-8%
Cc1ccc(CCNC(=O)c2ccc3c(=O)n(-c4ccc(C)cc4)c(=O)[nH]c3c2)cc1,-4%,0,11%,25%,1%[59 µM],-13%,-2%,4%,-2%
Cc1nc2c(C(=O)NCc3ccccc3Cl)cnn2c(C)c1Cc1c(F)cccc1Cl,-6%,0,-13%,74%[activator],5%[59 µM],-23%,2%,8%,7%
COC(=O)NC1(C(F)(F)F)C(=O)NC(C)=C1C(=O)OC (centres undefined),-6%,-1,-3%,17%,-15%[12.7 µM],-17%,3%,4%,-4%
O=C(C(=O)N1CCN(C(=O)c2ccco2)CC1)c1c[nH]c2ccccc12,-8%,1,8%,42%[activator],-4%,-10%,·,-10%,1%
Cc1ccc(NC(=O)CCc2ccc(S(=O)(=O)N3CCOCC3)cc2)c(C)c1,i,1,-4%,23%,10%[59 µM],-13%,6%,-1%,-6%
CCOc1ccc(/C(O)=C2/C(=O)C(=O)N(c3ccccn3)C2c2ccc(Cl)cc2)c(C)c1 (centres undefined),5%,0,?,-9%,?,-8%,?,15%,4%
CCC(C)(C(=O)NC1CCCC1)N(C(=O)CNC(C)=O)c1ccc(C)cc1 (centres undefined),-3%,9,-4%,26%,-7%[12.7 µM],9%,8%,6%,-5%
O=C(NC(CC(=O)N1CCN(c2ccc([N+](=O)[O-])cc2)CC1)c1ccccc1)c1ccccc1Cl (centres undefined),3%,-4,-30%,20%,4%[59 µM],-13%,-2%,18%,8%
Cc1cc(C)c(S(=O)(=O)/N=C2\C=C(NS(=O)(=O)c3ccccc3)C(=O)c3ccccc32)c(C)c1,-1%,-17,13µM*,?,6.3µM*,-24%,5.6µM*,-8%,-8%
CSc1sc(C(=O)NN)c2c1C1(CCC2)SCCS1,-5%,-1,-23%,29%,-8%,-13%,-18%,0%,10%
CCCN1CNC(=S)N(c2ccccc2C)C1,-3%,-2,-1%,23%,7%[59 µM],-15%,-13%,1%,4%
COc1ccc(/C(N)=N/O)c(OC)c1,-1%,2,-9%,29%,13%[0.0925 µM],-2%,-8%,15%,-13%
Cc1nn(-c2ccccc2)c(C)c1CNC(=O)c1ccc(S(=O)(=O)NCc2ccco2)cc1,-6%,-7,-12%,29%[57 µM],·,-16%,·,5%,-1%
CC(C)CC1=NN(C(=O)c2ccncc2)C(O)(C(F)(F)F)C1 (centres undefined),-7%,3,40µM*,10%,2%,-17%,1%,?,3%
Cc1cc2ccccc2n1CCNC(=O)c1ccc(S(=O)(=O)N2CCCCC2)cc1,-8%,1,-25%,7%,38%[activator][59 µM],-18%,48%[activator],-1%,?
O=C(Cn1cnc2c(cnn2-c2ccccc2)c1=O)NCc1ccccc1,-6%,-5,-3%,31%,7%[59 µM],-10%,6%,6%,1%
CCO[C@H]1OC(C(=O)NCc2ccccc2)=C[C@@H](c2ccc(C(F)(F)F)cc2)[C@@H]1CCCO,i,-5,-27%,28%,?,-20%,-26%,2%,?
Cc1ccc(-n2c(=S)[nH]c3sc4c(c3c2=O)CCC4)cc1,i,3,-34%,10%,45µM*,-9%,-20%,-27%,-1%
Cc1ccc(C)c2[nH]c(=O)c(C(c3nnnn3C(C)(C)C)N3CC=C(c4ccc(F)cc4)CC3)cc12 (centres undefined),i,-3,-34%,17%,4%[59 µM],-16%,-25%,-3%,?
CCOC(=O)c1cc(CC)sc1NC(=O)c1cccc(N2C(=O)CCC2=O)c1,2%,-1,4%,41%[activator],35%[59 µM],-11%,-3%,1%,6%
Cc1ccc(NC(=O)COC(=O)c2ccc(-n3nc(C)cc3C)cc2)c(F)c1,-12%,2,-18%,11%[57 µM],·,-17%,·,0%,9%

# Structures listed so far marked active in G9a inh.
structure,PGK inhibitor,PI4K2A inh,JMJD2A Tudor inh,HP1b binding inh,G9a inh,POLH inh,BAZ2B block,GLS inhibitor,Pin1 inhibitor
CCOc1ccc2cc(C3CC(c4ccco4)=NN3S(C)(=O)=O)c(Cl)nc2c1 (centres undefined),7%,-15,-28%,-17%,45µM*,-7%,-30%,1%,24%
Cc1cc(C)c(S(=O)(=O)/N=C2\C=C(NS(=O)(=O)c3ccccc3)C(=O)c3ccccc32)c(C)c1,-1%,-17,13µM*,?,6.3µM*,-24%,5.6µM*,-8%,-8%
Cc1ccc(-n2c(=S)[nH]c3sc4c(c3c2=O)CCC4)cc1,i,3,-34%,10%,45µM*,-9%,-20%,-27%,-1%

# Further compounds
structure,PGK inhibitor,PI4K2A inh,JMJD2A Tudor inh,HP1b binding inh,G9a inh,POLH inh,BAZ2B block,GLS inhibitor,Pin1 inhibitor
Nc1ccccc1SC1CC(=O)N(Cc2ccccc2)C1=O (centres undefined),-2%,-4,-13%,6%,16%[59 µM],-4%,1%,-14%,-1%
Cn1c(=O)oc2cc(S(=O)(=O)NCCC(=O)NCc3ccccc3Cl)ccc21,4%,2,?,10%,56%[activator],10%,-17%,8%,5%
CCOc1ccccc1N=Nc1c(C)[nH]n(C(N)=S)c1=O,-5%,-1,?,5%,-14%[0.501 µM],-23%,?,17%,?
COc1ccc(C2=NOC(Cn3nc(-c4ccccc4)cc3C(=O)NCc3cccs3)C2)cc1 (centres undefined),0%,-2,-19%,29%,·,-19%,·,2%,14%
COc1ccccc1-c1nnc(C2CCN(C(=O)c3ccc(Cl)cc3)CC2)o1,0%,6,-12%,47%[activator],1%[59 µM],-20%,-15%,-6%,2%
COc1cccc2c1cc1c(=O)n(CC(=O)NCc3ccc(C)o3)nc(C)n12,0%,-1,-7%,29%,-3%[59 µM],20%,-1%,-3%,4%
COc1ccc(NC(=O)Cc2csc(NC(=O)Nc3ccccc3OC)n2)c(OC)c1,-1%,2,?,-16%,50µM*,?,?,5%,-2%
COc1ccc(NC(=S)c2ccc3ccccc3n2)cc1,i,-4,40µM*,10µM*,7.9µM*,-20%,11µM*,-6%,-3%
Cc1c(C(=O)COC(C)(C)C)[nH]c2ccccc12,-11%,-2,-14%,24%,-32%[12.7 µM],-15%,8%,10%,1%
Cc1ccc(S(=O)(=O)N(C)C[C@@H]2Oc3ccc(NC(=O)Nc4cccc5ccccc45)cc3C(=O)N([C@H](C)CO)C[C@H]2C)cc1,-7%,2,-25%,31%,·,-30%,·,-18%,25%
COc1ccccc1N1CCN(C(=O)c2cnn(-c3cccc(Cl)c3)c2C2CCN(C(=O)OC(C)(C)C)CC2)CC1,-6%,-2,?,-7%,-31%[59 µM],-12%,-15%[57.1 µM],-1%,-1%

# Assay outcomes: PubChem BioAssay, National Center for Advancing Translational Sciences (NCATS)

# This is a subset (hit frequency here may not be typical).
